High-throughput results: PubChem, The Scripps Research Institute Molecular Screening Center
TCR-CD3 inh = blocks the human TCR-CD3 interaction; TAMRA-labeled TCR probe fluorescence, biochemical; inhibition, % at 9.4 µM; 360,000 tested, 0.37% active; in the data active = inhibition above about 19%;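 also: recombinant mutant TCR 2C K166C tagged with TAMRA read by polarization; 0% = receptor in buffer alone and 100% = receptor with positive control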
LEDGF integ inh = blocks HIV-1 LEDGF/p75-dependent DNA integration | TR-FRET IN-LEDGF/p75 DNA integration, Eu/Cy5 | inhibition, % at 3.7 µM | 370,000 tested, 0.64% active | AID 743269;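 active = inhibition above the screen-wide mean plus 3 SD, cut at about 13% in these data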;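 also: signal is the Cy5 over europium emission ratio at 671 and 618 nm; 0% = plate median of compound wells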
PRMT1 FP inh = blocks human protein arginine methyltransferase 1; inhibition, % at 2.79 µM; recombinant PRMT1, activity-based probe fluorescence polarization; 370,000 tested, 1.3% active;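 active = inhibition above about 21% made by adding two undisclosed values, limit read from the data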
Tn6 DDE FP = disrupts Tn6 cyclic peptide binding to fibrin D-Dimer-E complex; 370,000 tested, 0.21% active; Fibrin DD(E) TRITC-Tn6 fluorescence polarization displacement; P02675; AID 720509; inhibition, % at 8.3 µM;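 active = inhibition above a per-campaign cutoff: mean of compounds within control limits plus 3 SD, cut at about 15% in these data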;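 also: 0% = median of all compound wells on the plate and 100% = blocking peptide control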
Target sequence (P02675 whole entry, looked up): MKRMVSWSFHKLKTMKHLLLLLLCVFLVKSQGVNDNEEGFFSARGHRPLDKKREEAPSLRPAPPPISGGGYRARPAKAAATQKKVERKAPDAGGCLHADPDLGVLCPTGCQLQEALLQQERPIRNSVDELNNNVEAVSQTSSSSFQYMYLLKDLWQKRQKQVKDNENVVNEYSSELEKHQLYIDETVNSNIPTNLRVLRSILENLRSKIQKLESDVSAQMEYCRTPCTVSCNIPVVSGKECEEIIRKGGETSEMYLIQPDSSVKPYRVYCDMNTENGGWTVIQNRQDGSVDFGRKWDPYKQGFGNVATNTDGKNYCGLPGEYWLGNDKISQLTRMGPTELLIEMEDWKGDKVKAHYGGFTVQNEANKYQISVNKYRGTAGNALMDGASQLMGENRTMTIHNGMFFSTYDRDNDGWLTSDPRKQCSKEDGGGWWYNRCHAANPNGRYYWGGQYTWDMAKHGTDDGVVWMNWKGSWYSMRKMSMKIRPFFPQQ
proKLK7 act = proKLK7 (human) activation, primary screen | purified proKLK7, EDANS-DABCYL substrate fluorescence; 100% is mature enzyme control, 0% vehicle | activation, % at 7 µM | 370,000 tested, 0.9% active | AID 652039;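 active = activation above the mean of all tested compounds plus 3 SD, computed per campaign excluding outliers beyond control limits, cut at about 13% in these data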
Target sequence (P49862 whole entry, looked up): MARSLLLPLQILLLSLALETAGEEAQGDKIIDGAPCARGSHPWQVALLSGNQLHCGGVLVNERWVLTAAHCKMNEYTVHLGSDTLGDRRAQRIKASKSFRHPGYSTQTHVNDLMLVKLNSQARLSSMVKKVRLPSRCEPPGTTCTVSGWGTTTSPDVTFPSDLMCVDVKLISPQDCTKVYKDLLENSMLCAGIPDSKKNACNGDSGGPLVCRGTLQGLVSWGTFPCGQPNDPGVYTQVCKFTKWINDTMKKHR
MBD2 DNA inh = blocks human MBD2 binding to methylated DNA. TR-FRET, MBD2 binding to methylated oligonucleotide. inhibition, % at 4.4 µM. 370,000 tested, 0.31% active; in the data active = inhibition above about 13%
UHRF1 binding = blocks human UHRF1 binding to methylated DNA; UHRF1 binding to methylated oligo, TR-FRET; inhibition, % at 4.4 µM; 370,000 tested, 0.75% active; AID 687016; in the data active = inhibition above about 21%;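 also: UHRF1 SRA domain binding a hemimethylated CpG hairpin DNA probe; 0% = median of test compound wells and 100% = reference inhibitor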
SIAE inh = inhibitors of human sialic acid acetylesterase SIAE. Q9HAT2. 370,000 tested, 0.69% active. SIAE FP-Rh probe binding, fluorescence polarization. inhibition, % at 9.66 µM;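 active = inhibition above a cutoff: mean of compounds within the control limits plus 3 SD of those, cut at about 17% in these data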;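 also: 0% = plate median of compound wells and 100% = probe without SIAE protein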
TDP2 inh = TDP2 (human) inhibition, absorbance primary screen. recombinant TDP2, T5PNP hydrolysis, p-nitrophenol absorbance 415 nm. inhibition, % at 12.8 µM. 370,000 tested, 0.34% active;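 active = inhibition above the mean of all tested compounds plus 3 SD, set per campaign, cut at about 25% in these data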;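 also: 0% = DMSO with enzyme and 100% = buffer with substrate but no TDP2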
Target sequence (O95551 whole entry, looked up): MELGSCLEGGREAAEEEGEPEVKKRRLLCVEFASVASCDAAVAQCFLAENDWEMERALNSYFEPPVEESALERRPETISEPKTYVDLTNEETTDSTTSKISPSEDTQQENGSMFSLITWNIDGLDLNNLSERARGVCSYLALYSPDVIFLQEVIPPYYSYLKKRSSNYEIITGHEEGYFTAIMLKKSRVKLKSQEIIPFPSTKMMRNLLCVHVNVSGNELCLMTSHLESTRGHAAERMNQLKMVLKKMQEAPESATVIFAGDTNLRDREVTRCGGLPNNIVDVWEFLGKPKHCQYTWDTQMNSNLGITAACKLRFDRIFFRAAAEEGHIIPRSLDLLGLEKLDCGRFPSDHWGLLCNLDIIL
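System – recombinant human TDP2 · Amount – 120 nM TDP2 per well · Buffer or medium – Mg2+-containing Tris-HCl buffer, pH 7.5 · Reagent – T5PNP substrate, 5 mM · Dosing – 12.8 µM single point, 1% DMSO · Incubation – 2 h at 37 °C · Measured by – epi absorbance · Read-out basis – percent inhibition · Benchmarks – high control without enzyme, low control DMSO plus TDP2 · Repeats – singlicate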
Tn7 DDE FP = inhibitors of Tn7 peptide binding to human fibrin DD(E); FP displacement of FITC-Tn7 peptide from fibrin DD(E); 0% = median of compound wells per plate; inhibition, % at 8.3 µM; 370,000 tested, 0.13% active;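 active = inhibition above the mean of compounds falling within the control limits plus 3 SD of them, cut at about 14% in these data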;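 also: 0% = plate median of compound wells and 100% = 10 µM Aha-Tn7 peptide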
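Assay system: Fibrin-DD(E) protein isolated from polymerized human fibrin clots; read-out basis: percent inhibition; medium: Tris/NaCl/CaCl2 buffer, pH 7.8; signal: FP measurement; incubation: 10 min plus 3 h, room temperature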
An asterisk follows results filed as active; . = not tested or not shown.

Values run as follows: UHRF1 binding, proKLK7 act, Tn6 DDE FP, TCR-CD3 inh, LEDGF integ inh, TDP2 inh, MBD2 DNA inh, SIAE inh, Tn7 DDE FP, PRMT1 FP inh
C=CCn1c(=O)c(C(=O)Nc2ncccc2O)c(O)c2ccccc21
  -2, -0.1, -4, 29*, 1, -14, -2, 2, 0, 5
Cc1ccc2[nH]c3c(=O)[nH]ncc3c2c1
  -4, 0.4, 5, -7, -3, 8, 6, 1, 2, 5
CC(=O)c1cccc(NS(=O)(=O)c2csc(C(N)=O)c2)c1
  0, 0.6, 6, 3, 2, 12, 4, -8, -1, -1
COc1ccc(Cc2nnc(NC(=O)C3CC(=O)N(c4ccc(OC)cc4)C3)s2)cc1 (stereo unspecified)
  6, 0.0, 3, 1, -5, -3, 3, 4, 7, 3
COc1ccc(Cl)cc1NC(=O)NCC1CCN(Cc2cc(C)ccc2C)CC1
  1, -0.7, -1, -3, -1, -11, 2, -4, 1, 3
CCO[C@@H]1OC(C(=O)NC2CC2)=C[C@H](c2csc3ccccc23)[C@H]1CCCO
  -3, 0.2, 3, 4, -1, 4, 0, 0, 7, 0
COc1ccc(C(C)(C)NC(=O)C2CCC(=O)N(CCCN3CCCC3=O)C2)cc1 (stereo unspecified)
  3, 0.3, 5, -7, -3, -20, 2, 2, -1, -3
c1ccc(-n2c(SCc3cccc4ccccc34)nnc2-c2ccncc2)cc1
  0, 0.7, -7, ., -1, -4, -1, 0, 0, 0
CC(C)NCC(=O)Nc1c2c(nc3ccccc13)CCC2
  1, -0.1, 2, 4, -1, 4, -2, -3, 3, 2
O=C(NC1CCC(O)CC1)c1cccc2cccnc12 (stereo unspecified)
  1, -0.7, -2, 0, -8, -6, 1, -2, 2, 2
CCN(CC)S(=O)(=O)c1ccc(N(C)C)c(NC(=O)C2CCCC2)c1
  6, -0.6, -7, -6, 8, -21, -5, -4, 0, -2
Cc1cc(C(=O)Nc2nnc(C3CCCCC3)s2)cs1
  4, -0.1, 12, 4, -1, 6, 3, -2, -5, -1
Cc1ccc2c(c1)nnn2C1CCN(CC(=O)N2c3ccccc3CC2C)CC1 (stereo unspecified)
  2, 0.1, 6, 3, 0, -1, 2, 2, 3, 1
Clc1ccc(OCCn2ccnc2)c(Cl)c1
  -2, -0.1, -1, 5, 1, 2, -6, -3, 1, -4
Cc1nn(CC(=O)NCCCN2CCC(Cc3ccccc3)CC2)c(=O)c2cc(-c3ccccc3)nn12
  3, 0.5, -5, -7, -1, -15, 4, 1, 0, 3
O=C(C1CCC(=O)N(C2CC2)C1)N1CCN(c2cccc(Cl)c2)CC1 (stereo unspecified)
  -1, -0.1, 7, 5, 0, -3, -3, 12, 1, 1
Cc1ccc(S(=O)(=O)N2CCOC23CCN(C(=O)c2cc(Cl)ccc2Cl)CC3)cc1
  -3, 0.1, 8, 1, 1, 10, 7, -5, 0, 0
O=C(CSC1=Nc2ccccc2C2CC=NN12)NCc1ccco1 (stereo unspecified)
  -1, 0.1, 5, 8, 2, -12, -1, 2, 7, 3
O=C(CSc1nc2scc(-c3cccs3)c2c(=O)n1CCc1ccccc1)N1CCCC1
  -1, -0.1, 6, -2, -2, 8, -4, -4, -4, -2
Cc1ccc(S(=O)(=O)N2CCCN(C(C)c3nc4ccccc4c(=O)[nH]3)CC2)cc1 (stereo unspecified)
  -2, 0.0, 4, 1, -1, 10, -2, -2, -6, 2
COc1cccc(NC(=O)CN2C(=O)COc3ccc(Cl)cc32)c1
  4, 0.0, 5, 1, 0, 0, 3, -7, -4, 5
O=C(CSc1ccccc1)N1CCN(C(=O)c2ccco2)CC1
  1, 0.1, 5, -7, -4, 10, 4, 4, 3, 3
Fc1ccccc1OCCCN1CCOCC1
  4, -0.1, 0, -2, 0, -8, 5, -10, -1, 4
CCN(CC(=O)NC(C)C)C(=O)C(CCSC)NC(=O)c1cccc(C)c1 (stereo unspecified)
  -1, 0.1, 3, 0, -5, -6, -2, -7, 0, 3
CCn1cc(CNC(=O)/C=C/c2ccc([N+](=O)[O-])cc2)c(C)n1
  -4, 0.1, -6, -3, 0, 3, 5, -1, -6, 2
CCC(c1nnc(SCC(=O)NC23CC4CC(CC(C4)C2)C3)o1)N(C)C (stereo unspecified)
  2, -0.9, 7, 4, -3, 0, -2, -5, 11, 8
COc1cccc(CN(C)C(=O)c2cccc(OC3CCN(C4CCCC4)CC3)c2)c1
  3, -0.2, -4, 1, -2, 2, 2, 2, -1, 1
O=C1/C(=C/C=C/c2ccco2)SC(=S)N1c1ccc(O)cc1
  87*, 0.0, -6, 10, 76*, 26*, 41*, 9, -12, 25*
Cc1cc(C)cc(NC(=O)c2cccc(NC3=NC4CS(=O)(=O)CC4S3)c2)c1 (stereo unspecified)
  1, -0.1, -10, 0, 0, 1, -1, 13, -4, -4
COc1c(C)cc(C(=O)C2CCCN(C(=O)c3cc4nc(C)cc(C)n4n3)C2)cc1C (stereo unspecified)
  -2, -0.4, 6, 9, -2, -5, 5, -2, -6, -1

Single records (already shown). Values in the order: UHRF1 binding	proKLK7 act	Tn6 DDE FP	TCR-CD3 inh	LEDGF integ inh	TDP2 inh	MBD2 DNA inh	SIAE inh	Tn7 DDE FP	PRMT1 FP inh
Results for O=C1/C(=C/C=C/c2ccco2)SC(=S)N1c1ccc(O)cc1 : 87*	0.0	-6	10	76*	26*	41*	9	-12	25*
Results for CCO[C@@H]1OC(C(=O)NC2CC2)=C[C@H](c2csc3ccccc23)[C@H]1CCCO : -3	0.2	3	4	-1	4	0	0	7	0

Other results:
Values run as follows: UHRF1 binding, proKLK7 act, Tn6 DDE FP, TCR-CD3 inh, LEDGF integ inh, TDP2 inh, MBD2 DNA inh, SIAE inh, Tn7 DDE FP, PRMT1 FP inh
CNC(=O)N(O)C1N(/N=C/c2ccccc2F)C(=S)SC1(C)C (stereo unspecified)
  0, 0.0, -4, 0, 3, 4, 3, 1, -6, 6
Cc1ccccc1NS(=O)(=O)c1ccc(F)cc1
  17, -0.1, -10, -2, -5, -14, 10, -8, -4, 4
O=C(NCCN1CCOCC1)c1cccc(S(=O)(=O)N2CCCCC2)c1
  0, 0.1, 4, 7, -3, -11, 1, -5, 1, -1
COc1ccc(OC)c(S(=O)(=O)Nc2ccc3c(c2)N(C(C)=O)CCC3)c1
  0, -0.2, 4, 5, 3, -22, -10, -10, 0, -4
O=C(c1ccc(CS(=O)c2ccc(Br)cc2)o1)N1CCN(C2CCCCC2)CC1 (stereo unspecified)
  7, 0.2, -12, -11, -9, -9, -1, 1, 1, 2
Cc1ccc(S(=O)(=O)N(CC(=O)N(C(C)C)C(C)C)C(=O)N2CCN(C)CC2)cc1
  14, 0.0, -4, -8, -1, -5, 6, 2, 0, 3
CCN1CC(O)=C(c2nc3ccccc3s2)C1=N
  -1, 0.3, 0, 6, 0, 0, 2, 13, 0, -2
Cc1ccc(OCC(=O)Nc2ccc(F)cc2)cc1
  0, -0.9, -3, -2, 3, 10, 1, -4, 5, -5
COc1ccc(S(=O)(=O)N2CCOCC2)cc1NC(=O)CCNC(=O)c1ccc(Cl)cc1
  0, -0.3, 9, 8, -1, -6, 0, -1, -1, -3
Cc1noc(C)c1S(=O)(=O)Nc1ccc(C(=O)N2CCCCC2)cc1
  -1, 0.2, 2, -2, 1, -1, -5, 0, -5, 4
NC1=NC(=O)/C(=C\c2ccc(O)c([N+](=O)[O-])c2)S1
  -6, 0.4, 0, 2, 3, 6, -17, 0, -1, -3
O=C(CSc1ccccc1)Nc1nnc(COc2ccc(Cl)cc2)s1
  -3, 0.1, -3, 5, 0, 12, -5, -2, 7, 0
Cc1cccc(NC(=O)Cn2c(O)c(N=NC(=O)c3ccccc3O)c3ccccc32)c1
  6, -1.0, 0, -4, 2, -21, 1, 1, -8, -2
Cc1nc(NC(=O)CN(C)S(=O)(=O)c2ccc(Br)cc2)sc1C
  1, 0.2, -2, 4, 2, -21, -7, 3, 5, 1
CCN1CCCc2cc(CN(CCN3CCOCC3)C(=S)Nc3ccc(OC)cc3)ccc21
  -2, 0.1, 13, -4, -4, -9, 0, 8, -6, 2
COc1ccc(C(=O)N2CCN(C(=O)C3COc4ccccc4O3)CC2)cc1 (stereo unspecified)
  3, 0.1, 1, -4, -2, -2, 6, 0, 3, 1
CN1CCCN(C(=O)CN2C(=O)CC(C)(C)S(=O)(=O)c3ccccc32)CC1
  -1, 0.6, -6, ., -1, 10, -6, 4, 1, 2
Cc1ccccc1-n1c(C)cc(/C=N/NC(=O)c2ccncc2)c1C
  -1, 0.3, -4, 0, 3, -4, 2, -1, 0, 1
COc1cc(C(=O)n2nc(C)cc2C)ccc1O
  1, 0.1, 0, -9, 0, -1, 7, -3, -3, 1
CCCN(CCC)C(=O)CSc1nc2n[nH]c(C)c2c(=N)n1-c1ccc(OC)cc1
  -3, -0.5, -2, -1, -4, -1, 0, -2, 0, -4
Cc1ccc(C(=O)NNC(=O)c2cccc3ccccc23)cc1
  0, -0.4, 0, -4, -4, 1, 4, -8, 8, 1
CCOc1ccc(CCNS(=O)(=O)c2c(C)n[nH]c2C)cc1OCC
  3, -0.1, 5, -3, 3, 4, 0, -1, -8, -1
Cc1cc(C)nc(NC(N)=NCCc2c[nH]c3ccccc23)n1
  2, 0.1, -1, 6, 1, 9, 2, 4, -1, 2
COc1ccc(OC)c(NC(=O)Nc2nc(C(N)c3ccccc3Cl)cs2)c1 (stereo unspecified)
  -1, -0.2, -4, -6, -1, -2, 0, 15, -4, -1
COc1ccc(S[C@]2(C(=O)N3CCN(c4ncccn4)CC3)CC(=O)N(C(=O)CCc3ccccc3)[C@@H]2c2ccc(OC)cc2)cc1
  0, 0.2, 3, ., 12, -1, 5, -2, 2, 1
COc1ccc(CCNC(=O)CN(C)S(=O)(=O)c2cccs2)cc1
  -1, 0.1, 4, -2, -1, 2, 1, -1, 3, -3
CCn1cc(C(=O)NCCOC)c(=O)c2ccc(C)nc21
  0, -0.1, 4, 7, 1, -6, -3, 4, 2, -2
CC(=O)NCCNC(=O)C1Cc2c(-c3ccccc3Oc3ccccc3)ccnc2O1 (stereo unspecified)
  1, 0.7, 4, -4, 2, -10, -2, 3, -3, -5
N#Cc1ccccc1CN1C(=O)S/C(=C/c2cccn2-c2cccc(C(=O)O)c2)C1=O
  21*, 0.5, 0, -8, 12, -14, 11, -6, -5, 18
CCc1ccc(NC(=O)c2sccc2-n2cccc2)cc1
  0, 0.3, 5, 7, -3, -3, 1, 2, 6, 0
CCc1ccc(-n2c(=O)c3c(C)c(C(=O)N(C)C)sc3n(CC(=O)NCC3CCCO3)c2=O)cc1 (stereo unspecified)
  5, -0.7, -10, 11, -2, -10, 7, -13, 2, 1
CC(NC(=O)c1c(N)[nH]c(C(=O)c2ccccc2)c1-c1ccccc1Br)c1cccc2ccccc12 (stereo unspecified)
  -7, -0.5, 3, -16, -4, -5, -1, -15, 1, 9
CC(C(=O)O)c1ccc2c(c1)[nH]c1ccc(Cl)cc12 (stereo unspecified)
  0, 0.3, -4, 3, 2, 2, -1, 0, -1, -1
COc1ccc(CCN2C(=O)CC(Cc3ccc(Br)cc3)C2=O)cc1OC (stereo unspecified)
  -2, 0.7, 0, 2, 0, 2, 3, 14, 1, -1
